Screening data (PubChem BioAssay)
Tat transport: blocks Tat-dependent protein export in E. coli. inhibition, % at 10 µM. AID 488895. E. coli MC4100 TorA-mCherry Tat export, fluorescence. actives 0.036% (n = 340,000);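 active means mean replicate inhibition at least 50% and at least half of replicates individually reaching 50%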;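 further: exported cargo escapes ClpAP degradation while cytoplasmic cargo is degraded and loses fluorescence; 0% = median of neutral control wells and 100% = median of NaSCN control wells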
phage Ecoli inh: E. coli growth loss with phage present; growth absorbance; actives 0.26% (n = 360,000); inhibition, % at 11.9 µM; in the data active means inhibition above about 11%
Mot1-301 SUMO: blocks SUMOylation pathway, rescuing yeast Mot1-301 growth. S. cerevisiae Mot1-301 growth rescue, ATP luminescence, 38.5C; percent above DMSO median, 100 means doubled. actives 1% (n = 320,000). growth rescue, % at 18.8 µM;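 active means every valid replicate shows activation above 250% relative to neutral control wells; inactive means the rest, any valid replicate at or below 250%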;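 further: OY570 slx delta 5 strain wells were the positive control but not used for scaling; some compounds called inactive have numbers as strong as hits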
MOR-DOR inv ag: inverse agonist of human OPRM1-OPRD1 heterodimerization; actives 0.21% (n = 340,000); cell-based MOR-DOR heterodimer luminescence, inverse agonism; inhibition, % at 9.3 µM; P35372+P41143; in the data active means inhibition above about 22%, passing the limit was not always enough;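 further: 0% = cells with DMSO and 100% = wells without cells with DMSO; values of inactives mirror those of a sister screen read the other way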
Target sequence (P35372 whole entry, looked up): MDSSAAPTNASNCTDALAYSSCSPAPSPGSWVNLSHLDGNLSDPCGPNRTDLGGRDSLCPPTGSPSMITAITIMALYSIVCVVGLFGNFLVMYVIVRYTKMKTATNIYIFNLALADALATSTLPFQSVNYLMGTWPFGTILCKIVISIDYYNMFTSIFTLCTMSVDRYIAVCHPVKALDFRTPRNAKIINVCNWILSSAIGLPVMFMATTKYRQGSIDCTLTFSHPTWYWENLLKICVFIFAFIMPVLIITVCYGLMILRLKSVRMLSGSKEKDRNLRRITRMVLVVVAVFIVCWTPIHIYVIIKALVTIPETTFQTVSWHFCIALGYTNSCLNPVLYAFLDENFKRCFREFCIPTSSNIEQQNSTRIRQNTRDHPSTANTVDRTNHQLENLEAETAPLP
Target sequence (P41143 whole entry, looked up): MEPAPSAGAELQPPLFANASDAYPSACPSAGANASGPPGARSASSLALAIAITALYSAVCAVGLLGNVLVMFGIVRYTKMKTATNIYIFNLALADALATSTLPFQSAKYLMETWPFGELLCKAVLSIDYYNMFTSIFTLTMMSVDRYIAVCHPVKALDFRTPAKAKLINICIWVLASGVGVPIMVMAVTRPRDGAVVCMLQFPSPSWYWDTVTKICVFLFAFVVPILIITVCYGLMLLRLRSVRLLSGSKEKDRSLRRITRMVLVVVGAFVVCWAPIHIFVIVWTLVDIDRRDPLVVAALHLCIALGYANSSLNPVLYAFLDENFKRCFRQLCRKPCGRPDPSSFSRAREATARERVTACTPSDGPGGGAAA
HTR5A inv ctr: inverse agonist of human HTR5A in OPRM1-OPRD1 counter-screen; HTR5A cell line, luminescence, inverse agonism; inhibition, % at 9.3 µM; actives 0.083% (n = 340,000); in the data active means inhibition mostly above about 23%, no sharp cut-off; inactive means mostly below about 18%;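 further: 0% = cells with DMSO and 100% = no-cell wells with DMSO; some compounds called inactive have numbers as strong as hits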
PKA-R2B activ: PKA-R2B complex activation | PKA-R2B holoenzyme dissociation, Cy5-IP20 fluorescence polarization; R2B truncated from residue 108, S112A mutant; 0% DMSO only, 100% 113 µM cGMP | activation, % at 11.4 µM | actives 0.079% (n = 340,000);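 active means activation above a cutoff set at the mean over all compounds plus 3 SD, cut at about 18% in these data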;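 further: higher means more holoenzyme dissociation and a rise in polarization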
E coli growth: reduces bacterial viability in AddAB counter-screen. inhibition, % at 11.9 µM. E. coli V3065 growth, OD600 absorbance, 18 h. actives 0.27% (n = 330,000). AID 449728;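 active means inhibition above the campaign's mean inhibition across all tested compounds plus 3 SD, cut at about 9.9% in these data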;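 further: uninfected addAB+ strain grown without phage in ampicillin broth; 0% = DMSO wells and 100% = ciprofloxacin 0.95 µg/ml wells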
OPRM1-OPRD1 ag: agonists of human mu-delta opioid receptor heterodimerization; P35372+P41143; cells, OPRM1-OPRD1 heterodimerization, luminescence; activation, % at 9.3 µM; actives 0.3% (n = 340,000); AID 504326; in the data active means activation above about 18%;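 further: 0% = vehicle-treated cells and 100% = reference agonist; values of inactives mirror those of a sister screen read the other way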
PfHsp90 set2: reduces growth (ATP signal) of yeast expressing P. falciparum Hsp90 | inhibition, % at 9.4 µM | S. cerevisiae expressing PfHsp90, BacTiter-Glo ATP, 48 h; yeast lacking PDR1 and PDR3 efflux regulators | actives 0.32% (n = 310,000);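 active means every replicate shows inhibition above about 80%, whatever the replicate mean, limit read from the data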;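 further: 0% = DMSO neutral controls and 100% = 20 µM radicicol positive controls; yeast relying on Plasmodium falciparum Hsp90 in place of its own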
AddAB inh: less growth of phage-infected E. coli with AddAB; E. coli expressing H. pylori AddAB, absorbance growth; inhibition, % at 11.9 µM; actives 0.29% (n = 330,000); in the data active means inhibition above about 12%;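 further: 0% = vehicle wells of infected cells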
PKA-R1A act: activates the PKA-R1A holoenzyme complex | actives 0.083% (n = 340,000) | activation, % at 11.4 µM | P00514+P68181 | PKA-R1A dissociation, Cy5-IP20 fluorescence polarization; scaled: DMSO 0%, 113 µM cGMP 100%;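 active means percent activation above the mean of all tested compounds plus 3 SD, cut at about 19% in these data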;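 further: higher means more PKAc released from R1A so a rise in polarization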
* marks the source's active call; other numbers are inactive results; nt = no result given.

SMILES | Tat transport | phage Ecoli inh | Mot1-301 SUMO | MOR-DOR inv ag | HTR5A inv ctr | PKA-R2B activ | E coli growth | OPRM1-OPRD1 ag | PfHsp90 set2 | AddAB inh | PKA-R1A act
O=C(NCc1ccc(Cl)cc1)c1cc2c(nc3sccn32)s1 | -2 | 1.4 | -22 | -5 | -3 | -8 | -1.6 | 0.9 | nt | 1.0 | -6
O=C(CN1CCN(c2ccccc2)CC1)Nc1nccs1 | -3 | -0.1 | -1 | 11 | 5 | 1 | 1.7 | -2.3 | -16 | 2.6 | 4
Cc1sc2nc3c(SC(C)C(=O)O)cc(C(=O)c4ccccc4O)cn3c(=O)c2c1C (stereo unspecified) | 8 | 0.9 | -17 | 5 | 6 | -9 | -1.2 | -1.0 | -36 | 5.7 | 0
COc1ccc(NS(=O)(=O)c2ccc(OC)c(OC)c2)cc1OC | -2 | 2.5 | 4 | -1 | -15 | -6 | -0.4 | 0.2 | 18 | 3.1 | -5
O=C(CSc1nc(-c2ccco2)cc(C(F)(F)F)n1)Nc1ccc2c(c1)OCO2 | -5 | 1.4 | -17 | 6 | -9 | -2 | -1.1 | -1.1 | 5 | 0.0 | -1
Cc1ccc(OCc2nnc(SCC(=O)N3c4ccccc4Sc4ccc(Cl)cc43)o2)cc1 | 7 | 2.0 | 29 | -20 | 2 | 0 | 2.6 | 3.9 | -10 | 3.7 | 2
COc1cccc(C2C(C(=O)/C=C/c3ccco3)=C(O)C(=O)N2CCN2CCOCC2)c1 (stereo unspecified) | -5 | 2.0 | -6 | 2 | 34 | 0 | 1.0 | -0.4 | nt | 2.6 | -10
Nc1ncnc2c1ncn2C1CCC(CO)C(O)C1 (stereo unspecified) | 3 | 4.7 | -13 | 3 | -22 | 3 | 1.6 | -0.4 | 12 | 2.6 | 1
O=c1oc2ccccc2c(O)c1Sc1ccc(Cl)cc1 | -1 | -2.2 | 11 | 16 | 2 | 4 | 0.3 | -3.1 | -5 | -0.4 | -6
COCCNC(=O)CSc1nnc(-c2ccccc2F)n1Cc1ccccc1 | -4 | 1.8 | -5 | 6 | 9 | -6 | -0.3 | -1.3 | -18 | -0.9 | -4
COc1cccc(-c2nnc(NC(=O)C3CCCCC3)o2)c1 | 4 | 0.1 | 177 | 6 | 7 | -8 | -5.8 | -1.2 | -17 | -2.1 | 9
O=C1CN(S(=O)(=O)c2ccc([N+](=O)[O-])cc2)CC(=O)N1 | -12 | 1.6 | 3 | -2 | -10 | -5 | -0.9 | 0.3 | 8 | 0.8 | -2
Cc1ccc(/C=C/C(=O)OCC(=O)Nc2cccnc2Cl)cc1 | -3 | 4.0 | 11 | 4 | -5 | -4 | -0.5 | -1.0 | -16 | 0.8 | -11
COc1ccc(Cl)cc1NC(=O)C1CC(=O)N(c2ccc(F)cc2)C1 (stereo unspecified) | 6 | 3.1 | 3 | 12 | -11 | -8 | 0.8 | -2.3 | -36 | 1.4 | -4
CCOc1ccc(C(C)=O)cc1CSc1nnc(N)s1 | 2 | 0.9 | -7 | 10 | -10 | 2 | -3.0 | -2.2 | -1 | 1.2 | -4
CC(CN1CCC(n2nccc2NC(=O)C2CCCC2)CC1)c1ccccc1 (stereo unspecified) | 3 | 0.3 | 6 | 4 | 0 | -5 | -0.4 | -0.6 | -3 | 1.5 | 6
Oc1ccc(CNc2ccc(F)cc2)c2cccnc12 | -7 | 3.6 | 8 | -99 | -63 | 5 | 1.8 | 16 | -31 | 2.1 | -8
Clc1ccccc1Nc1ncnc2c1nnn2Cc1ccccc1 | -7 | 1.8 | -15 | 10 | 12 | -1 | -1.0 | -1.9 | -1 | 1.1 | -2
C=CCc1ccccc1OCC(O)CN1C(=O)c2ccccc2C1=O (stereo unspecified) | 1 | 2.2 | -12 | -4 | 17 | -6 | -1.2 | 0.8 | -6 | 1.5 | -3
Clc1ccc(-c2nc3ncccn3c2Nc2ccc3c(c2)OCO3)cc1 | 0 | 2.1 | -14 | 8 | -35 | 5 | -1.3 | -1.4 | nt | 1.6 | -2
Cc1ccc(SCC(=O)NNC(=O)c2ccc(S(C)(=O)=O)cc2)cc1 | 6 | 0.7 | 542 | 6 | 12 | -2 | 1.3 | -1.2 | 6 | 1.7 | 5
Cc1nnc2c(Oc3ccccc3)nc3ccccc3n12 | -5 | 0.1 | 15 | 14 | 5 | 2 | 1.2 | -2.8 | -3 | 2.9 | 1
O=C(N/N=C/c1ccc[nH]1)c1ccc(COc2cccc3cccnc23)cc1 | 13 | -2.3 | 37 | -8 | -23 | -4 | -0.1 | 1.5 | nt | 1.4 | -7
Cc1nc2ccccc2c(=O)[nH]1 | 0 | 2.6 | -13 | 10 | 7 | -4 | -1.0 | -1.9 | -11 | -0.9 | -3
O=C(CCn1c(=O)c2ccccc2n(CC(=O)NC2CCCC2)c1=O)NCc1ccco1 | 3 | 4.7 | 14 | 9 | -11 | -3 | -0.3 | -1.5 | nt | 1.1 | -13
N#Cc1c(NC(=O)CSc2nnc(-c3ccco3)n2-c2ccccc2)sc2c1CCC2 | -1 | 0.4 | -1 | 6 | -8 | -13 | -1.1 | -1.3 | -31 | -0.5 | -11
COc1ccc(C(=O)C(OC(=O)CNC(=O)c2ccco2)c2ccccc2)cc1 (stereo unspecified) | -3 | 2.9 | 0 | 10 | -6 | 7 | -0.7 | -1.7 | 12 | -0.7 | 1
CCN(C(=O)COC(=O)CSc1cc(C)c2ccccc2n1)c1ccccc1 | 5 | 1.5 | -12 | 6 | 3 | 2 | 1.6 | -1.2 | nt | 1.2 | 7
COc1cccc(NC(=O)c2cc(CN3C(=O)c4ccccc4C3=O)ccc2OC)c1 | -5 | 2.6 | 0 | 15 | -4 | -9 | 0.7 | -2.9 | 4 | 1.3 | -5
C/C(=N\NC(=S)NCc1ccccc1)c1ccc(Cl)s1 | -1 | 1.4 | 11 | -7 | -5 | 0 | -1.6 | 1.4 | -35 | -1.0 | -16
Clc1ccccc1-c1nc2ccccc2c2nncn12 | 0 | 0.0 | 7 | 6 | 6 | 7 | -2.6 | -1.1 | -65 | -0.6 | -4
COc1cc(OC)cc(C(=O)NNC(=O)c2cc(=O)[nH]c3ccccc23)c1 | -4 | 0.7 | 8 | 12 | -6 | -7 | -0.3 | -1.8 | -15 | 1.0 | -9
NC(=O)CC(NC(=O)Cc1cccc2ccccc12)c1ccc(NC2CCC2)c([N+](=O)[O-])c1 (stereo unspecified) | -5 | 2.4 | 16 | 13 | -12 | -1 | 2.0 | -2.3 | 1 | 4.7 | -6
COc1ccccc1C1OCC(C)([N+](=O)[O-])CO1 (stereo unspecified) | -4 | 1.6 | nt | 10 | -6 | -4 | nt | -1.8 | nt | nt | 1
Cc1c(NC(=O)/C(C#N)=C/c2ccc(-c3ccc(Cl)cc3)o2)c(=O)n(-c2ccccc2)n1C | 4 | 2.5 | -19 | 1 | -11 | -3 | 0.2 | -0.1 | -4 | 2.3 | 8
Cc1cc(C)n2c3c(c(C#N)c2n1)CC(C)(C)OC3 | -6 | -0.6 | -8 | 11 | -7 | -8 | 0.5 | -2.5 | 10 | 2.2 | 10
COC(=O)c1ccccc1C(=O)N(c1ccccc1)c1ccccc1 | -4 | -0.7 | -3 | 5 | -8 | 14 | 1.7 | -1.1 | 5 | 5.0 | -5
COC(=O)CSc1nnc(-c2ccco2)n1-c1ccc(C)cc1 | -1 | 2.6 | 25 | 17 | 6 | -8 | -1.3 | -3.7 | nt | -1.9 | 8
COc1ccc(C2CC(=O)c3c(O)cc(O)cc3O2)cc1O (stereo unspecified) | 2 | 1.8 | nt | 19 | 3 | 7 | nt | -3.8 | -7 | nt | -13
NC(=O)c1nsc(C(=O)N(CC(=O)NCc2ccc3c(c2)OCO3)C2CCCCC2)c1N | -1 | 0.7 | -12 | -1 | -6 | 5 | 2.7 | 0.2 | -1 | 2.2 | 4

Profiles from above. Screens in order: Tat transport | phage Ecoli inh | Mot1-301 SUMO | MOR-DOR inv ag | HTR5A inv ctr | PKA-R2B activ | E coli growth | OPRM1-OPRD1 ag | PfHsp90 set2 | AddAB inh | PKA-R1A act
`COc1cc(OC)cc(C(=O)NNC(=O)c2cc(=O)[nH]c3ccccc23)c1` is entered as -4 | 0.7 | 8 | 12 | -6 | -7 | -0.3 | -1.8 | -15 | 1.0 | -9
`COC(=O)c1ccccc1C(=O)N(c1ccccc1)c1ccccc1` is entered as -4 | -0.7 | -3 | 5 | -8 | 14 | 1.7 | -1.1 | 5 | 5.0 | -5
`Cc1cc(C)n2c3c(c(C#N)c2n1)CC(C)(C)OC3` is entered as -6 | -0.6 | -8 | 11 | -7 | -8 | 0.5 | -2.5 | 10 | 2.2 | 10
`COc1ccc(C2CC(=O)c3c(O)cc(O)cc3O2)cc1O` (stereo unspecified) is entered as 2 | 1.8 | nt | 19 | 3 | 7 | nt | -3.8 | -7 | nt | -13
`NC(=O)CC(NC(=O)Cc1cccc2ccccc12)c1ccc(NC2CCC2)c([N+](=O)[O-])c1` (stereo unspecified) is entered as -5 | 2.4 | 16 | 13 | -12 | -1 | 2.0 | -2.3 | 1 | 4.7 | -6

(continued)
SMILES | Tat transport | phage Ecoli inh | Mot1-301 SUMO | MOR-DOR inv ag | HTR5A inv ctr | PKA-R2B activ | E coli growth | OPRM1-OPRD1 ag | PfHsp90 set2 | AddAB inh | PKA-R1A act
CCOC(=O)Cc1csc(NC(=O)CCCc2ccccc2)n1 | -2 | 2.1 | 401 | 10 | 13 | 5 | -1.1 | -2.0 | 1 | 0.7 | -2
CCOC(=O)C(NC(C)=O)(Nc1ccc(S(=O)(=O)Nc2cc(C)nc(C)n2)cc1)C(F)(F)F (stereo unspecified) | -6 | 4.2 | -10 | 15 | 6 | -10 | 1.8 | -2.7 | 34 | 2.3 | -1
COc1ccc(NC(=O)C2OC3OC(C)(C)OC3C3OC(C)(C)OC23)cc1 (stereo unspecified) | -1 | 1.8 | -13 | 16 | 5 | -6 | -2.7 | -3.0 | -11 | 0.2 | 3
CC(C)c1ccc(OCC(=O)Nc2ccccc2C(=O)N2CCOCC2)cc1 | 5 | -2.2 | -14 | -4 | 2 | -7 | 0.3 | 0.7 | -20 | 3.1 | -5
COc1cccc(-c2nnc(NC(=O)c3ccc(S(=O)(=O)N4CCOCC4)cc3)o2)c1 | 6 | nt | 0 | 17 | 1 | -8 | -4.1 | -2.8 | -3 | -8.2 | 6
Nc1[nH]c(=S)[nH]c(=O)c1-c1ccccc1 | 1 | 3.8 | -11 | 1 | 16 | -9 | -1.1 | -0.2 | 6 | 0.5 | 6
